Bioassay records (PubChem BioAssay)
NS5 inhibitors = flavivirus cap methylation enzyme inhibition – biochemical, confirmation dose response, primary screen (AID 588689); 340,000 compounds, 0.3% hits; Dengue-2 NS5 methyltransferase capping enzyme assay, biochemical; higher % means a stronger effect; one-dose inhibition, % at 25 µM; IC50 in µM for titrated hits; in the data active = a potency from the dose series; inconclusive = inhibition above about 29% without an active follow-up result
NTR1 agonist = NTR1-driven beta-arrestin-GFP spot formation – imaging, U2OS cells, high content, primary screen (AID 493036); 330,000 compounds, 0.17% hits; activation, % at 20 µM; P30989; agonist mode;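 active = activation at or above 40% of the spot to cytoplasm intensity ratio, with at least 20 cells analyzed; inconclusive = wells under 20 cells, flagged as cytotoxic or low count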;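 note: 0% = DMSO without peptide and 100% = 100 nM NTR1 peptide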
Target sequence (P30989 whole entry, looked up): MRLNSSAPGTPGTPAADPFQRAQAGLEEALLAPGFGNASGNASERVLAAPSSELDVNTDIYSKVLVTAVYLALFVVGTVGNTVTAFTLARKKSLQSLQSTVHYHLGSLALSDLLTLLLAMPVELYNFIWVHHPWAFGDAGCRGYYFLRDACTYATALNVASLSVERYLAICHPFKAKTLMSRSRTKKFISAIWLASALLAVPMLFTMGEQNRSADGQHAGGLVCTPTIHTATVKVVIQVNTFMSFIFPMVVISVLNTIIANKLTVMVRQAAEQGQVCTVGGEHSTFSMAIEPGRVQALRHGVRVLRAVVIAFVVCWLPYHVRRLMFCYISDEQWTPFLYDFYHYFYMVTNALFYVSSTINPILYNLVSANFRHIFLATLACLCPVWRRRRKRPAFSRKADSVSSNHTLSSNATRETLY
K1F lysis inhibition = protection from phage-mediated lysis, alamar blue read-out – E. coli UTI89, K1F phage, bacterial capsule biogenesis inhibitors (AID 488966); 340,000 compounds, 0.02% hits; E. coli UTI89 K1F phage lysis, alamar blue, 2 h; higher % means a stronger effect; one-dose inhibition, % at 100 µM; IC50 in µM for titrated hits;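 active = phage lysis inhibition, versus mean bacterial control, above a set limit; inconclusive = no clear call, values can overlap the other calls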;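 note: capsule biogenesis inhibitors block K1F phage lysis so surviving cells raise fluorescence; higher fluorescence means more inhibition of phage lysis; actives were called in the ten point dose series up to 300 µM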
NTR1 agonist cell count 20 µM = second read-out of NTR1 agonist, no call of its own (marks repeat the call); cell count; measured here: cell count, cytotoxicity flag
NS5 inhibitors pilot replicate = also measured in NS5 inhibitors; calls as there; inhibition, %; measured here: pilot screen replicate inhibition
The depositor's hits bear a star; ? = inconclusive; [ ] = dose if it differs, or a comment. This is a subset. The share of hits here may be higher or lower than overall.

Start of the listing, in advance:
SMILES	NS5 inhibitors	NTR1 agonist	NTR1 agonist cell count 20 µM	K1F lysis inhibition	others
COCCn1ccc2c(OCC(=O)Nc3cccc(NC(C)=O)c3)cccc2c1=O	-8%	-1.1	59	1.4%[50 µM]
O=C(CNS(=O)(=O)c1ccc(Cl)cc1)NC1CCCCC1	2%	-0.7	52	1.3%[50 µM]
Cc1ccc(S(=O)(=O)N2CCN(C(=O)COC(=O)COc3cccc4c3OC(C)(C)C4)CC2)cc1	-1%	-0.2	67	0.1%[50 µM]

All compounds of this part, repeating the preview:
SMILES	NS5 inhibitors	NTR1 agonist	NTR1 agonist cell count 20 µM	K1F lysis inhibition	others
COCCn1ccc2c(OCC(=O)Nc3cccc(NC(C)=O)c3)cccc2c1=O	-8%	-1.1	59	1.4%[50 µM]
O=C(CNS(=O)(=O)c1ccc(Cl)cc1)NC1CCCCC1	2%	-0.7	52	1.3%[50 µM]
Cc1ccc(S(=O)(=O)N2CCN(C(=O)COC(=O)COc3cccc4c3OC(C)(C)C4)CC2)cc1	-1%	-0.2	67	0.1%[50 µM]
C=C(C)CNC(=S)N/N=C\c1ccc2c(c1)OCO2	-8%	-0.3	58	-1.6%[50 µM]
CC(=O)c1sc(NC(=O)c2ccc(F)c(S(=O)(=O)N3CCOCC3)c2)nc1C	-9%	-0.7	47	0.7%[50 µM]
CCOc1ccc(-c2nc3c(s2)CCc2onc(-c4ccc(OC)cc4)c2-3)cc1	14%	10	87	1.2%
Clc1nssc1=Nc1nncs1	14%	-0.9	60	-2.3%
CC(Sc1nnc(NC2CC2)s1)C(=O)Nc1ccc(S(N)(=O)=O)cc1 (configuration not stated)	3%	0.3	63	-2.8%
CCC1(CC)NC(=O)N(CC(=O)OCC(=O)Nc2cc(OC)ccc2OC)C1=O	-4%	1.4	51	0.6%[50 µM]
CCN(CC)S(=O)(=O)c1ccc(OC(C)C)c(NC(=O)C2=COCCO2)c1	-11%	0.8	52	-2.0%
CC(=O)N[C@@H](CC(=O)O)C(=O)O	?	-2.3	62	0.9%
Cc1ccc(C(=O)OCC(=O)N(Cc2ccccc2)C(C)C)cc1C	-2%	3.8	70	-3.2%
CC1CCC2(CC1)NC(=O)N(NC(=O)c1cc3ccccc3o1)C2=O (configuration not stated)	-9%	-0.2	47	0.1%[50 µM]
Cc1ccc(C)c(S(=O)(=O)N2CCN(C(=O)CCNC(=O)c3ccc(Br)cc3)CC2)c1	5%	0.4	69	-1.2%[50 µM]
COC(=O)C1=CO[C@@H](O[C@@H]2O[C@H](CO)[C@@H](O)[C@H](O)[C@H]2O)C2C(CO)=CCC12 (some centres not stated)	-1%	0.6	56	0.6%

Four structures out of the list, arranged by number of heavy atoms, rising:
SMILES	NS5 inhibitors	NTR1 agonist	NTR1 agonist cell count 20 µM	K1F lysis inhibition	others
Clc1nssc1=Nc1nncs1	14%	-0.9	60	-2.3%
C=C(C)CNC(=S)N/N=C\c1ccc2c(c1)OCO2	-8%	-0.3	58	-1.6%[50 µM]
O=C(CNS(=O)(=O)c1ccc(Cl)cc1)NC1CCCCC1	2%	-0.7	52	1.3%[50 µM]
CC1CCC2(CC1)NC(=O)N(NC(=O)c1cc3ccccc3o1)C2=O (configuration not stated)	-9%	-0.2	47	0.1%[50 µM]

(listing goes on)
SMILES	NS5 inhibitors	NTR1 agonist	NTR1 agonist cell count 20 µM	K1F lysis inhibition	others
Cc1noc(C)c1NC(=O)Nc1cccc2c1O[C@H](CN(C)S(=O)(=O)c1c(C)noc1C)[C@@H](C)CN([C@H](C)CO)C2=O	-7%	-0.8	59	4.4%
Cc1cc(C)cc(NC(=O)COC(=O)CC2CCCC2)c1	-5%	-0.7	46	0.1%[50 µM]
COc1ccc(NC(=O)COC(=O)c2ccc(N3CCCC3=O)cc2)cc1	3%	-1.5	58	0.4%[50 µM]
O=C(Nc1ccc(Cl)c(S(=O)(=O)N2CCOCC2)c1)c1ccc(Cl)nc1	-10%	6.5	53	1.1%[50 µM]
Cc1ccc(C)c(S(=O)(=O)N2CCCC2CNC(=O)C(=O)NCc2ccccc2C)c1 (configuration not stated)	1%	1.2	69	0.2%[50 µM]
O=C(C[C@H]1C/C=C\CC[C@H](Cc2ccc(F)cc2)C(=O)O[C@H](c2ccccc2)CNC1=O)N[C@H](CO)Cc1ccccc1	-9%	4.6	59	0.2%	NS5 inhibitors pilot replicate=-5.5
O=C(NCCc1c[nH]c2ccccc12)OCCCCOC(=O)NCCc1c[nH]c2ccccc12	-3%	67*	55*	0.2%
Cc1ccccc1-n1ccnc1SCC(=O)Nc1cccc(S(=O)(=O)NC2=NCCC2)c1	3%	0.6	66	0.9%[50 µM]
COc1ccc(C2=NCCn3nc4ccccc4c32)cc1	2%	-2.9	97	0.0%
C#CCC(NC(=O)c1ccc(C(F)(F)F)cc1)C(=O)NCCC (configuration not stated)	1%	1.9	71	0.2%
Cc1cc(NS(=O)(=O)c2ccc(NC(=O)/C=C/c3ccccc3)cc2)nc(C)n1	-8%	-1.6	58	5.5%
CC(Sc1nnc(Cc2cccs2)n1C)C(=O)Nc1ccc(C(N)=O)cc1 (configuration not stated)	-7%	-0.1	56	0.4%[50 µM]
COc1ccc(CNC(=O)CCCN2C(=O)NC3(CCCC3)C2=O)cc1	-7%	-1.6	84	0.7%[50 µM]
O=C(COC(=O)C1=NNC(=O)CC1)NCCc1ccccc1	-9%	-1.2	54	1.6%[50 µM]
O=C(COC(=O)CCS(=O)(=O)c1ccccc1)Nc1ccccc1	-4%	1.0	61	-0.5%
COc1cc(C(=O)NNC(=O)COc2ccc(Cl)cc2)ccc1OCC(=O)N1CCOCC1	3%	-0.4	38	1.2%[50 µM]
CN(CC(=O)Nc1ccccc1Cl)CC(=O)N1CCc2ccccc21	-8%	-2.1	54	0.3%[50 µM]
O=C1CCc2cc(S(=O)(=O)Nc3ccccc3)cc3c2N1CCC3	-5%	-0.9	60	1.8%[50 µM]
O=C1CN(C(=O)CSc2ccccn2)c2ccccc2N1	-5%	3.3	44	-2.2%
COc1ccc(S(=O)(=O)Nc2ccccc2C(=O)NC2CC2)cc1NC(C)=O	-1%	-2.1	47	0.8%[50 µM]
CCN(CC(=O)Nc1ccc2c(c1)OCCO2)C(=O)C(C)Oc1ccc(Cl)cc1 (configuration not stated)	0%	-1.2	55	1.2%[50 µM]
O=C(O)c1ccccc1Nc1ccccc1	-2%	0.7	61	0.3%
Cc1cccc(C(=O)OC(C)C(=O)NC(=O)NC2CCCCC2)c1O (configuration not stated)	-6%	7.5	64	-1.0%[50 µM]
Cc1nn(-c2ccccc2)c(C)c1NC(=O)COC(=O)/C=C/c1ccccc1	-5%	1.1	42	-0.1%[50 µM]
COC(=O)[C@]1(Cc2ccccc2)N[C@H](CN(C)C(=O)Nc2ccc(Cl)cc2)[C@@H]2C(=O)N(C)C(=O)[C@@H]21	-3%	0.8	61	0.1%	NS5 inhibitors pilot replicate=-4.2
O=C(NCc1ccccc1)c1ccc(Cl)c(S(=O)(=O)N2CCCC2)c1	-9%	0.5	61	1.0%[50 µM]
COc1ccc(C(=O)CN(CCC(=O)O)S(=O)(=O)c2ccc([N+](=O)[O-])cc2)cc1	-6%	-1.1	70	9.0%
N#Cc1ccc(CN2CCN(C(=O)CCNS(=O)(=O)c3ccc(F)c(Cl)c3)CC2)cc1	-9%	-1.3	68	0.7%[50 µM]
CCCC(=O)N1CCN(c2ccc(NC(=O)c3ccc(N4CCCC4)c([N+](=O)[O-])c3)cc2Cl)CC1	0%	2.4	62	0.1%
Cc1ccc2nc(SCC(=O)Nc3cccc(F)c3)nc(=O)n2c1	-4%	0.5	53	-0.7%
Cc1ccc(NC(=O)C(C)OC(=O)c2ccc(NC(=O)CC#N)cc2)cc1S(=O)(=O)N1CCOCC1 (configuration not stated)	-2%	0.2	49	0.7%[50 µM]
NS(=O)(=O)c1ccc(CNC(=O)C2CCCN2C(=O)c2cccs2)cc1 (configuration not stated)	2%	2.6	55	0.0%
Cc1ccc(S(=O)(=O)N2CCN(C(=O)C3CC3C)CC2)c(C)c1 (configuration not stated)	0%	1.6	48	0.8%[50 µM]
Cc1ccc(C2(c3ccccc3)NC(=O)N(CC(=O)NCc3ccco3)C2=O)cc1C (configuration not stated)	-4%	-0.2	57	-1.5%
CCN(CC(=O)Nc1ccccc1C(F)(F)F)C(=O)c1cc2c(s1)CCCCC2	2%	4.1	67	-0.2%[50 µM]
O=C(Nc1cccc(S(=O)(=O)N2CCCCC2)c1)c1ccc(N2CCCC2=O)cc1	-7%	4.6	71	0.6%[50 µM]
Cc1ccc(S(=O)(=O)CCC(=O)Nc2nnc(CC(C)C)s2)cc1	-4%	0.9	59	1.3%[50 µM]
CC(NC(=O)c1ccccc1NC(=O)CN1CCN(c2ccccc2O)CC1)c1ccccc1 (configuration not stated)	-6%	3.0	62	-0.3%[50 µM]
COc1ccc(NC(=O)CN(C)C(=O)CSc2nc3ccccc3s2)cc1	-19%	0.6	49	0.9%[50 µM]
C=CC[C@@H](CC(=O)N[C@@H](CO)Cc1ccccc1)C(=O)N[C@@H](COC(=O)[C@@H](CC=C)Cc1ccc(F)cc1)Cc1ccccc1	-1%	-0.2	62	1.1%
CSCCC(NC(=O)c1ccccc1Cl)C(=O)N(C)CC(=O)Nc1ccc(N2CCOCC2)cc1 (configuration not stated)	0%	1.1	56	0.8%[50 µM]
COc1cccc(/C=C/C(=O)Nc2cc(S(=O)(=O)N3CCOCC3)ccc2OC)c1	-8%	-0.3	63	0.7%[50 µM]
CC(=O)C[C@@H](O)CC(=O)[C@H]1OC(=O)CCCCCc2ccccc21	-4%	-1.1	51	-0.1%	NS5 inhibitors pilot replicate=0.9
COc1ccc(COC(=O)c2ccc(S(=O)(=O)N3CCCCC3)cc2)cc1OC	2%	2.3	44	0.6%[50 µM]
CCOc1ccccc1C(=O)OC(C)C(=O)Nc1ccc(S(=O)(=O)N2CCCC2)cc1 (configuration not stated)	-8%	-2.1	90	0.2%[50 µM]
O=C(NC1CC(=O)N(c2ccc(Cl)cc2)C1)C1CC1 (configuration not stated)	-10%	0.8	43	1.2%[50 µM]
Cc1ccc(C(=O)NC(Cc2cccc(C(F)(F)F)c2)C(=O)O)cc1 (configuration not stated)	-4%	-0.8	65	0.0%	NS5 inhibitors pilot replicate=3.9
CCOc1ccc(NC(=O)C2CC(=O)N(c3ccc4c(c3)OCCO4)C2)cc1OCC (configuration not stated)	-2%	0.1	73	0.6%[50 µM]
Cn1c(SCC(=O)N2CC(=O)Nc3ccccc32)nc2ccccc2c1=O	-6%	-1.1	104	1.6%[50 µM]
CCCCn1c(N)c(N(CCOC)C(=O)c2cc(-c3ccc(F)cc3)nc3ccccc23)c(=O)[nH]c1=O	2%	3.7	10	0.7%[50 µM]
CN(Cc1ccccc1)C(=O)c1cccc(NC(=O)C2CCCN(C(=O)OC(C)(C)C)C2)c1 (configuration not stated)	-7%	0.7	66	0.7%
Cn1c(=O)n(CC(=O)OCc2ccccc2)c(=O)c2c1nc1n2CCCN1C1CCCCC1	3%	7.6	38	0.3%
O=C(NC1CCCCCCC1)c1c(Cl)cccc1Cl	-5%	0.8	41	-0.1%
COc1ccc(NC(=O)NC[C@@H]2CC[C@@H](Cc3ccc(-c4ccccc4)cc3)O2)cc1	-14%	6.4	52	0.0%	NS5 inhibitors pilot replicate=-17
CCCCN(C(=O)CCNC(=O)NC12CC3CC(CC(C3)C1)C2)c1c(N)n(CCCC)c(=O)[nH]c1=O	8%	3.8	61	-1.1%[50 µM]
CC(C)NC(=O)N(C)C[C@H]1Oc2c(NC(=O)Cc3ccccc3)cccc2C(=O)N([C@H](C)CO)C[C@@H]1C	-6%	-0.4	54	0.6%
CCN(CC(=O)Nc1c(F)cccc1F)C(=O)CSCC(=O)Nc1cc(C)on1	4%	1.1	74	0.2%[50 µM]
COc1ccc(CN2C(=O)C(CC(C)C)Nc3ncnc(N4CCOCC4)c32)cc1 (configuration not stated)	2%	1.3	58	1.3%
CCCNc1nc(C)cc(-c2cc(C(=O)Nc3ccccc3)on2)n1	-1%	-0.5	43	0.6%
CC(=O)c1c(C)[nH]c(C(=O)OCc2cc(-c3ccco3)on2)c1C	-5%	-0.7	58	-0.3%
The list goes on:
SMILES	NS5 inhibitors	NTR1 agonist	NTR1 agonist cell count 20 µM	K1F lysis inhibition	others
CCNc1nnc(SCC(=O)c2c(N)n(C3CC3)c(=O)[nH]c2=O)s1	-11%	-0.6	45	0.3%[50 µM]
Cc1nn(-c2ccc(F)cc2)c(Cl)c1C(=O)OC(C)C(=O)N(C)C1CCCCC1 (configuration not stated)	2%	-0.4	85	0.7%[50 µM]
O=C(OCc1nnc(-c2ccc([N+](=O)[O-])cc2)o1)c1ccc(F)c(S(=O)(=O)N2CCOCC2)c1	-1%	2.4	52	-0.2%[50 µM]
COc1ccc(-c2csc(NC(=O)CS(=O)(=O)c3ccccc3)n2)cc1	-3%	6.1	72	0.2%[50 µM]
Cc1cccc(C)c1Nc1nnc(SCC(=O)NCCCN2CCCC2=O)s1	-10%	1.8	62	0.3%[50 µM]
CC1CCCN(S(=O)(=O)c2ccc(NC(=O)C3CC(=O)N(C(C)(C)C)C3)cc2)C1 (configuration not stated)	-1%	1.0	52	-0.1%[50 µM]
